PTHR1 agonist: qHTS for PTHR1 Agonists: Primary Screen; Parathyroid hormone/parathyroid hormone-related peptide receptor (Homo sapiens), Q03431; HEK293 GP2 PTHR1 cells, GloSensor cAMP luminescence, 1 h; Potency, µM (titrated, usually from 115 µM), for the others: at the highest dose activation, hits mostly activators; 0.075% of 410,000 active; AID 743266, 2014; further: potency means the concentration at half of the fitted maximal effect; nearly all actives have a fitted effect of over 55% in size; some results filed as inactive show a strong effect at the top dose; inactives centre near -15; many of its hits are not listed in these tables
Target sequence (Q03431 whole entry, looked up): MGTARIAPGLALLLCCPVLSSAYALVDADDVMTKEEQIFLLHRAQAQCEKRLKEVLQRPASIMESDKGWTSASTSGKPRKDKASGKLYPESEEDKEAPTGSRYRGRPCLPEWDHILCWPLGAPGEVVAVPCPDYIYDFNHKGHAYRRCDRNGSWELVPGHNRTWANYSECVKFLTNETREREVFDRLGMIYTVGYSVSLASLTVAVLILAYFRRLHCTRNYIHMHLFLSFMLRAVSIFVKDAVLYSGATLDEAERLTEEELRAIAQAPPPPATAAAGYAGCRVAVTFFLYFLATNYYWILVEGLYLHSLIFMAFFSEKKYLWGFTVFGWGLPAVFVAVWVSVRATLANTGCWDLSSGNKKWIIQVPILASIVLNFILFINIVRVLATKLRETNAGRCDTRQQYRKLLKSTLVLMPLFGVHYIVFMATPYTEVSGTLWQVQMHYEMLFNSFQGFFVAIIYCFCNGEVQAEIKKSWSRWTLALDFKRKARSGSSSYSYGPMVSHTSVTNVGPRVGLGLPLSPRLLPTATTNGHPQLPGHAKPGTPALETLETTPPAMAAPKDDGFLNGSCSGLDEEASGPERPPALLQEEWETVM
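HEK-293-derived GP2 cells expressing PTHR1 and a GloSensor cAMP reporter, 3,000/well, plated overnight, given luciferin plus IBMX (each 0.5 mM as added) for 1 h at 37 °C, then compound for 1 h at 37 °C. Luminescence was read after 15 min at room temperature.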
Abeta yeast res: qHTS for compounds that reverse cellular toxicity of Amyloid beta (A-beta) peptide in yeast: Primary Screen. Potency, µM (titrated, usually from 46.1 µM), for the others: at the top dose growth rescue, most hits filed as activators. AID 1347071, 2019. yeast expressing A-beta42, growth rescue, OD600, 48 h; response scale: 0% DMSO, 100% iron-clioquinol control. 0.063% of 410,000 active; further: potency means the concentration at half of the fitted maximal effect; nearly all actives have a fitted effect of over 55% in size
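Growth rescue measured by 600 nm absorbance after 48 h yeast culture at 30 C with compound. Values normalized between DMSO and an equimolar ferric chloride plus clioquinol control.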
TDP-43 yeast inh: qHTS of TDP-43 Inhibitors; TDP-43 expressing yeast growth rescue, BacTiter-Glo, 24 h; Potency, µM (titrated, usually from 46.1 µM), for the others: at the highest dose growth rescue (activation), actives largely listed as activators; 1.8% of 410,000 active; further: potency means the concentration at half of the fitted maximal effect; % of control where 0% means no effect; nearly all actives have a fitted effect of over 50% in size
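In this qHTS, compounds that restore growth of yeast expressing TDP-43 appear as activators. Cells (OD600=0.02, galactose medium, raffinose-pregrown) are incubated with compound 24 hr at 30 deg C and growth is quantified by BacTiter-Glo.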
HEK293 tox: qHTS of GLP-1 Receptor Inverse Agonists: Cytotox Screen; HEK293 cAMP-luciferase reporter cells, luminescence, 24 h; Potency, µM (doses to about 38.3 µM), inactives show top-dose activity change, negative = inhibition, most hits filed as inhibitors; 0.13% of 410,000 active;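 further: loss of luciferase light is scored as toxicity; potency means the concentration at half of the fitted maximal effect; on the % scale 0 is the no-effect control and ±100 the full control effect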
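To flag toxic compounds, the library was rerun on cells for 24 hr at 37 deg C and 5% CO2. Viability-linked luminescence was captured 12 min after adding luciferase detection reagent.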
aSyn rescue: qHTS of alpha-syn Inhibitors; Yeast expressing alpha-synuclein, growth rescue, BacTiter-Glo, 24 h; Potency, µM (series often up to 46.1 µM), for inactives: at the top dose growth rescue (activation), most hits filed as activators; 0.14% of 370,000 active; AID 652106, 2013; further: potency means the concentration at half of the fitted maximal effect; % of control where 0% means no effect; nearly all actives have a fitted effect of over 65% in size
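Galactose-induced alpha-syn yeast (OD600=0.02, raffinose-pregrown) + pinned cpd, 24 hr, 30 deg C; growth by BacTiter-Glo luminescence. Growth restoration scores as activation.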
GLP1R inv ag: qHTS of GLP-1 Receptor Inverse Agonists (Inhibition Mode) | 1.6% of 410,000 active | Potency, µM (top dose mostly 38.3 µM), for the others: top-dose activity change, negative = inhibition, actives largely listed as inhibitors | HEK293 GLP-1R CRE-luciferase, luminescence, 24 h; GLP-1R form is constitutively active | Glucagon-like peptide 1 receptor (Homo sapiens), P43220; further: potency means the concentration at half of the fitted maximal effect; on the % scale 0 is the no-effect control and ±100 the full control effect; nearly all actives have a fitted effect of over 55% in size
Target sequence (P43220 whole entry, looked up): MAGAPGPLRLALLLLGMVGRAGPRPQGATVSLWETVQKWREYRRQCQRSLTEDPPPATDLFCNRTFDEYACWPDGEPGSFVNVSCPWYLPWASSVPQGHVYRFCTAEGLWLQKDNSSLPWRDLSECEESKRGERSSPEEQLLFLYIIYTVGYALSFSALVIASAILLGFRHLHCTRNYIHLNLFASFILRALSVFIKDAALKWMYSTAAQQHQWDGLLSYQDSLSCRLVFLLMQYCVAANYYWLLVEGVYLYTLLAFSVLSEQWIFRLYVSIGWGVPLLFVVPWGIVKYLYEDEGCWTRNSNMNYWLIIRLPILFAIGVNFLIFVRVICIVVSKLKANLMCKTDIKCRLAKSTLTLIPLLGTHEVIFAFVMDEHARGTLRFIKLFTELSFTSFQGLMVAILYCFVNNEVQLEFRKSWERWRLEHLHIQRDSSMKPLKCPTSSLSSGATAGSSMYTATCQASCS
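HEK293 cells stably co-expressing constitutively active GLP-1R and a cAMP-responsive luciferase reporter were seeded in DMEM with 10% Nu serum, given compounds after 12 h, and incubated 24 h at 37 deg C. Luminescence was then read.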
MmCpn inh: Inhibitors of TCP-1 ring complex (TRiC) of Methanococcus maripaludis (MmCpn): qHTS. Potency, µM (series often up to 76.9 µM), for the others: at the top dose activity, negative = inhibition, most hits filed as inhibitors. purified Mm-Cpn ATPase, ADP Transcreener TR-FRET. AID 504842, 2011. 0.031% of 330,000 active; further: potency means the concentration at half of the fitted maximal effect; on the % scale 0 is the no-effect control and ±100 the full control effect; nearly all actives have a fitted effect of over 80% in size
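ATP (10 uM final) was added to archaeal chaperonin (25 nM final) after 10 min exposure to test compound at 37°C; after 30 min further incubation, ADP was detected by competitive TR-FRET.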
FUS yeast rescue: qHTS for Suppressors of FUS Proteinopathy: Primary screen using FUS-linked yeast assay; 0.24% of 390,000 active; S. cerevisiae FUS-expressing, growth rescue, OD600, 24 h; AID 1347120, 2019; Potency, µM (highest dose often 76.6 µM), inactives show top-dose growth rescue (activation), most hits filed as activators;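 further: potency means the concentration at half of the fitted maximal effect; plate controls were DMSO vehicle for no effect and reference control for full effect; nearly all actives have a fitted effect of over 55% in size; some results filed as inactive show a strong effect at the top dose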
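Compound concentration series was pinned onto galactose-induced FUS-expressing yeast seeded at OD 0.005. Plates sat 24hr at 30C; absorbance at 600 nm gave growth. DMSO served as background control.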
pAkt inh: HTS Assay for Inhibitors of Akt Phophorylation: Primary Screen | Neuro2A IGF-stimulated pAkt S473 HTRF, 20 min; active compounds read low | activity change, % for hits at 50 µM | 0.32% of 360,000 active; in the data active means activity change below about -80%; inconclusive means mostly about -51% to -80%; further: on the % scale 0 is the no-effect control and ±100 the full control effect
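Single-point screen (50 µM final compound) in Neuro2A cells stimulated 20 min with 6 nM IGF at 37 deg C. After lysis, Ser473-phosphorylated Akt read by HTRF (ex 330 nm, em 615/665 nm) as the 665/615 ratio.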
* hit, by the source's call; i = inactive; ? = inconclusive; nt = not tested or not shown; [ ] = remark or other dose. Unless noted, the call rests on the fitted dose curve; in most records, active means well fitted curve in the direction sought with a large enough effect; inconclusive means small, poorly fitted or top-dose-only effect, or another doubt; inactive means no such curve, though single readings can be large; an effect the other way counts as inactive or inconclusive.

SMILES | PTHR1 agonist | Abeta yeast res | TDP-43 yeast inh | HEK293 tox | aSyn rescue | GLP1R inv ag | MmCpn inh | FUS yeast rescue | pAkt inh
Cc1ccc(S(=O)(=O)N2C[C@H]3C(=O)C[C@@H](c4ccccc4)N(S(=O)(=O)c4ccc(C)cc4)[C@H]3C[C@H]2c2ccccc2Cl)cc1 | i | -4.4% | 16.3% | -3.2% | -4.1% | ? | nt | 34.2% | i
CCOC(=O)c1sc(NC(=O)c2sc(C)nc2C)nc1C | i | -11.1% | -2.2% | 3.9% | -1.2% | 2.8% | 1.5% | 20.6% | i
CCOc1ccc(S(=O)(=O)Nc2ccc3oc(C)c(C(=O)OCCOC)c3c2)cc1 | -14.4% | 9.1% | 28.2% | -19.8% | nt | ? | nt | 15.8% | nt
Cc1cc(C)c2c(=O)[nH]cnc2n1 | -9.8% | -9.6% | -6.2% | 7.8% | -4.1% | 8.6% | 1.0% | -24.3% | i
COC(=O)c1ccc(Sc2ccc(C)cc2)c(N)c1 | -16.8%[57.5 µM] | 23.6% | -5.4% | 5.6% | -2.9% | -5.5% | -11.8% | 25.8% | i
CC(=O)C1=C(c2ccccc2)OC(N)=C(C#N)C1c1ccc(O)cc1 (stereo not drawn) | i | 5.7% | 14.2% | -9.2% | 4.1% | 12.1% | 0.1% | -13.0% | i
S=C1NC(c2ccccc2)N2C(=S)NC(c3ccccc3)N12 (stereo not drawn) | -14.3%[57.5 µM] | 21.5% | -4.8% | 5.6% | 6.6% | 0.0% | 0.0% | 8.1% | i
Cc1sc(-c2cccnc2)nc1OC(=O)C1CC1 | -11.7% | -13.5% | -9.3% | -8.1% | 9.2% | -5.5% | 0.7% | -1.8% | i
C=CCN(CC(O)c1cccc([N+](=O)[O-])c1)C(C)CCc1ccccc1 (stereo not drawn) | ? | 0.8% | -18.1% | -8.4% | 4.8% | ? | 1.0% | 12.5% | i
Cc1ccc(OCC(=O)NC(=S)Nc2ccc(Br)c(C)n2)cc1 | i | 8.3% | -28.1% | -2.8% | -3.0% | -8.4% | 0.1% | -18.2% | i
CCC1(C)Cc2ccccc2-c2c1c(=O)n(Cc1ccccc1)c1nnnn21 (stereo not drawn) | i | -4.9% | -18.3% | -3.2% | -2.7% | -15.2% | 1.6% | 11.6% | i
CCOc1nc(-c2ccccc2)ccc1-c1noc(-c2ccncc2)n1 | -7.9%[57.5 µM] | 17.8% | 16.5% | 1.9% | 2.0% | 18.5% | -21.4% | -5.0% | i
CCOC(=O)N1CCN(Cc2nc3c(c(=O)[nH]c(=O)n3C)n2Cc2cc(C)ccc2C)CC1 | -32.9%[inhibitor][57.5 µM] | 3.3% | -6.8% | -5.3% | 0.1% | -5.0% | 0.2% | 21.1% | i
CCN(CCCNC(=O)CSc1cc(=O)n(C)c2cc(Cl)ccc12)c1ccccc1 | i | -6.9% | -5.4% | 0.1% | nt | 4.3% | nt | 17.4% | nt
Cc1ccc(NC(=O)C2CCN(C(=O)c3ccccc3C)CC2)nc1 | -13.1% | 10.2% | 12.3% | 20.2% | -0.6% | 13.4% | 0.3% | 8.1% | i
O=C(O)c1cccc(Sc2cc(Cl)ccc2C(=O)O)c1 | -8.6% | -14.0% | 11.1% | -7.0% | 9.4% | 18.4% | 1.5% | -6.0% | i
COc1ccccc1OCCOCCOc1ccccc1Cl | -3.7% | 21.6% | 18.0% | -8.6% | 1.8% | ? | 1.2% | 16.9% | i
c1ccc2c(c1)OCc1cn[nH]c1-2 | 29.1% | 8.1% | 15.7% | 1.3% | -0.1% | 3.3% | -0.4% | -5.2% | i
COc1cccc(NC(=O)CSc2nnc(Cn3nnc4ccccc43)n2C)c1 | i | -0.3% | -15.7% | 2.3% | -4.5% | 2.9% | -0.2% | -5.6% | i
COC(=O)[C@@H]1C[C@@H]2CC[C@@H](O)C[C@@H]2N1Cc1ccc(C(F)(F)F)cc1 | -18.3% | 12.8% | 24.1% | 2.6% | 0.2% | 2.0% | -1.4% | -13.2% | i
Cc1ccc(NC(=O)C2CC(=O)N/C(=N/N=C/c3ccco3)S2)cc1 (stereo not drawn) | -13.3% | 12.2% | -6.0% | 11.1% | -0.5% | -7.8% | 0.9% | nt | i
NC(C(=O)O)C1ON=C(Cl)C1O (stereo not drawn) | -1.2% | 4.7% | 0.0% | -4.6% | 1.0% | -21.9% | nt | nt | i
Cc1cc(C)c(NC(=O)CN(C)S(=O)(=O)c2ccc3c(c2)CCC(=O)N3)c(C)c1 | i | -18.9% | 15.9% | -14.8% | nt | -8.9% | nt | 17.3% | nt
C=CCNC(=O)/C(C#N)=C/c1ccc(C(=O)O)cc1 | 9.5% | -2.0% | -4.0% | -7.4% | -0.5% | -5.2% | -3.3% | -8.8% | i
CCCNC(=O)c1ccc2c(c1)ncn2-c1ccc(C)cc1C | -10.0% | -0.3% | nt | 0.9% | nt | -13.0% | nt | 10.9% | nt
CCCc1nnc(SCC(=O)Nc2ccccc2Cl)n1CC1CCCO1 (stereo not drawn) | -16.6% | -15.1% | -5.9% | -4.8% | 1.4% | 14.2% | -0.3% | -19.3% | i
c1ccn2c(SCc3cn4ccsc4n3)nnc2c1 | -1.3% | 4.0% | 0.4% | 0.7% | 6.0% | 0.5% | -5.7% | 10.0% | i
Cc1ccc(S(=O)(=O)N(C)C)cc1NC(=O)COC(=O)/C=C/c1cnc2ccccc2n1 | -20.8% | 9.8% | 14.5% | -10.4% | 5.5% | 3.5% | -6.4% | -25.6% | i
O=C(/C=C/c1c(Cl)cccc1Cl)NCCCn1ccnc1 | i | ? | -33.2%[inhibitor] | 1.5% | -1.8% | 4.7% | nt | ? | i
COc1ccc(S(=O)(=O)N(CC(=O)NN=C2CCN(C)CC2)c2ccc(C)cc2)cc1OC | i | 17.6% | 7.4% | 12.7% | -6.7% | 29.4% | -0.7% | 11.5% | i
S=C(NCc1ccco1)N1CCN(Cc2ccco2)CC1 | i | -4.5% | 18.4% | 8.6% | 1.2% | 4.9% | -7.7% | 9.0% | i
C=CCn1c2ccccc2c(=O)c2cc(C#Cc3ccccn3)ccc21 | -32.7%[inhibitor] | -35.4%[inhibitor] | 20µM* | 5.9% | -24.5% | 13.1% | ? | 1.6% | i
CCCCCCCCN1C(=O)[C@H](CC(=O)N2CCN(C(=O)C3CC3)CC2)C[C@@]2(C(=O)OC)CC(C)(C)CC=C12 | -48.2%[inhibitor] | -8.6% | -88.2%[inhibitor] | ? | -30.9%[inhibitor] | ? | nt | 15.8µM* | i
COc1ccc(N(C(=O)c2ccncc2)S(=O)(=O)c2cccs2)cc1 | i | -2.9% | ? | -3.9% | ? | -0.3% | -0.7% | 8.8% | i
CCCNC(=S)Nc1ccc(CC(=O)OC)cc1 | i | -8.4% | -6.7% | 17.9% | -1.1% | 10.1% | -0.9% | -16.0% | i
Cc1nn(Cc2ccc(C(=O)NC(C)(C)C)o2)c(C)c1Br | -24.9%[57.5 µM] | 4.1% | 6.9% | 3.4% | 6.2% | ? | 0.0% | 8.6% | i
CCn1c(SC)nnc1-c1nn(-c2ccccc2)ccc1=O | 20.6% | -4.5% | 0.9% | -1.2% | 0.5% | 8.3% | -0.6% | 7.0% | i
O=C(Nc1cccc(-c2nnc(-c3ccccc3)o2)c1)C1CCCCC1 | i | -3.7% | -18.6% | -12.6% | -10.0% | -9.7% | 1.3% | 11.2% | i
c1ccc(CC2CCN(Cc3nc(-c4ccccc4)no3)CC2)cc1 | 2.1%[57.5 µM] | 13.6% | -5.3% | -32.3% | 3.8% | 0.0% | -1.8% | 18.8% | i
O=C(NCC(c1ccco1)N1CCCC1)c1ccccc1F (stereo not drawn) | i | 1.7% | -4.3% | -3.4% | -7.4% | 1.7% | 1.0% | 28.4% | i
CC(C)n1cc(CN2CCC(Oc3ccc(C(=O)N4CCCCC4)cc3)CC2)cn1 | 5.2% | 0.7% | 0.0% | -3.9% | 0.6% | -15.9% | -4.2% | nt | i
Cn1nc(C(=O)OCCN2C(=O)c3ccccc3C2=O)c2ccccc2c1=O | -19.2% | 9.5% | -1.7% | -7.8% | 9.6% | 3.8% | -3.1% | 6.4% | i
CCc1nc2ccc(C(=O)N3CCN(C(C)=O)CC3)cn2c1N(CC)C(C)=O | i | 19.1% | 0.0% | 0.3% | -0.3% | 10.8% | nt | -14.8% | i

Looked up above:
For FUS yeast rescue, Cc1nn(Cc2ccc(C(=O)NC(C)(C)C)o2)c(C)c1Br has 8.6%
For aSyn rescue, c1ccc2c(c1)OCc1cn[nH]c1-2 has -0.1%

Limited to PTHR1 agonist and FUS yeast rescue, for three of the compounds above:
SMILES,PTHR1 agonist,FUS yeast rescue
Cc1sc(-c2cccnc2)nc1OC(=O)C1CC1,-11.7%,-1.8%
C=CCN(CC(O)c1cccc([N+](=O)[O-])c1)C(C)CCc1ccccc1 (stereo not drawn),?,12.5%
Cc1ccc(OCC(=O)NC(=S)Nc2ccc(Br)c(C)n2)cc1,i,-18.2%

The list is partial (hit frequency here may not be typical).
